AmpC detergent: AmpC beta-lactamase inhibition with detergent present; 370,000 tested, 0.041% active; AmpC hydrolysis of nitrocefin, absorbance 480 nm, 0.01% Triton; AID 485294; Potency, µM (titrated, usually from 114 µM), for the others: at the highest dose activity change, negative = inhibition, actives largely listed as inhibitors; P00811;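 also: potency is read from the fitted curve at half-maximal effect; 0% = no-compound wells and -100% = no-enzyme wells; nearly all actives have a fitted effect of over 25% in size; some results filed as inactive show a strong effect at the top dose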
Target sequence (P00811 whole entry, looked up): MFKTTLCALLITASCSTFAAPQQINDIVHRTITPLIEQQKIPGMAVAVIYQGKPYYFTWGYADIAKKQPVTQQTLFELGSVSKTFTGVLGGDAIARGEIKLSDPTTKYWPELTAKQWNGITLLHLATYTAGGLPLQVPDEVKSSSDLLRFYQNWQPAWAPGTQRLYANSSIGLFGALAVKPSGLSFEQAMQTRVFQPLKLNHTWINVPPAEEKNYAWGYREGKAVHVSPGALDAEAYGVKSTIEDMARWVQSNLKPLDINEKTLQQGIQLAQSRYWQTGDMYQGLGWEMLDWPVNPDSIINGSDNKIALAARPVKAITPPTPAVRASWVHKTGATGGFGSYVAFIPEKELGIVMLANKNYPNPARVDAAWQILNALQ
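20 mM phosphate pH 7.0 + 0.01% (detergent screen) or 0.0001% Triton X-100; 5.3 nM AmpC reagent; cpd preinc 15 min RT; nitrocefin (800 uM stock) to start; A480 q20 s × 4 min; Activity was normalised to no-enzyme and no-compound control wells.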
Sm TGR block: S. mansoni TGR enzyme inhibition; Potency, µM (highest dose often 114 µM), without a hit: at the highest dose activity change, negative = inhibition, most hits filed as inhibitors; purified TGR, DTNB reduction, TNB absorbance 405 nm; Q962Y6; 360,000 tested, 3% active; also: potency is read from the fitted curve at half-maximal effect; nearly all actives have a fitted effect of over 60% in size
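TGR 20 nM + NADPH 100 uM (dispensed conc.), cpd preinc 15 min RT; start with NADPH (500 uM addition) then DTNB (15 mM addition). Kinetic TNB absorbance, 405 nm filter. Four-parameter Hill fit across titration.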
LmPK inh: blocks Leishmania mexicana pyruvate kinase activity; Q27686; purified LmPK, Kinase-Glo ATP luminescence, 1 h; Potency, µM (highest dose often 57.5 µM), inactives show at the top dose activity change, negative = inhibition, most hits filed as inhibitors; 290,000 tested, 0.37% active; AID 1721; also: potency is read from the fitted curve at half-maximal effect
Target sequence (Q27686 whole entry, looked up): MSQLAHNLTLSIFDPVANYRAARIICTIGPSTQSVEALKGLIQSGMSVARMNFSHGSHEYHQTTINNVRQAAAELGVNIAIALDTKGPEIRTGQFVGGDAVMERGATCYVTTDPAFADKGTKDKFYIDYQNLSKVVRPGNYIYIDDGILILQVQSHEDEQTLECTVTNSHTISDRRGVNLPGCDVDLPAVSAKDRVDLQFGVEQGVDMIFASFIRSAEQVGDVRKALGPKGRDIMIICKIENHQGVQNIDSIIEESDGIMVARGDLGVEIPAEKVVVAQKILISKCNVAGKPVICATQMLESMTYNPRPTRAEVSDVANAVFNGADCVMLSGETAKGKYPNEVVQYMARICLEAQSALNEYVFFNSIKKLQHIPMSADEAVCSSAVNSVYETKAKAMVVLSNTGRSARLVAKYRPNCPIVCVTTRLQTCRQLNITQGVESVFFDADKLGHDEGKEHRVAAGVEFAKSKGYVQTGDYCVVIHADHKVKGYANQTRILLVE
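In 50 mM imidazole pH 7.2 with 7 mM MgCl2, LmPK (0.1 nM) turned over PEP (0.5 mM) and ADP (0.1 mM) for 1 h at room temperature. Luciferase read-out of ATP.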
HCMV inh: blocks human cytomegalovirus replication; HFF cells, HCMV-luciferase reporter, 72 h; hits give low values; activity change, negative = inhibition, % at 57.5 µM; 410,000 tested, 4.5% active; in the data active = activity change below about -60%; inconclusive = no clear call, values can overlap the other calls; inactive = above about -39%
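HFF cells seeded 16 h at 37C, treated with compounds, infected with luciferase-reporter HCMV at MOI 1 PFU/cell; luciferase read at 72 h post infection, normalized to buffer-only and Salinomycin controls.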
AmpC no deterg: AmpC beta-lactamase inhibition without detergent | AmpC nitrocefin hydrolysis, absorbance 480 nm, 0.0001% Triton | 330,000 tested, 0.52% active | Potency, µM (titrated, usually from 57.1 µM), inactives show top-dose activity change, negative = inhibition, hits mostly inhibitors | AID 485341;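 also: potency is read from the fitted curve at half-maximal effect; plate controls were no compound for no effect and no enzyme for full effect; nearly all actives have a fitted effect of over 20% in size; some results filed as inactive show a strong effect at the top dose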
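AmpC (5.3 nM in the dispensed reagent) in 20 mM phosphate pH 7.0 with 0.01% (detergent screen) or 0.0001% Triton X-100 was preincubated with compounds for 15 min at room temperature. Nitrocefin was then added from an 800 uM solution, and hydrolysis was followed at 480 nm.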
AMA1 RON2 block: disrupts binding of P. falciparum AMA1 to RON2; 360,000 tested, 0.2% active; AlphaScreen AMA1-biotinylated RON2 peptide binding; Potency, µM (titrated, usually from 58.2 µM), inactives show top-dose activity change, negative = inhibition, most hits filed as inhibitors;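 also: potency is read from the fitted curve at half-maximal effect; 0% = vehicle wells and -100% = peptide control; nearly all actives have a fitted effect of over 45% in size; some results filed as inactive show a strong effect at the top dose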
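AMA1 (3D7) with his tag at 25 nM final met compounds first, then biotinylated RON2 peptide at 25 nM; detection used donor plus acceptor beads, 10 µg/mL apiece, read by AlphaScreen after 30 min at room temperature.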
Tb PYK inh: T. brucei pyruvate kinase inhibition; Q57TT1; TbPYK enzyme, Kinase-Glo Plus ATP luminescence, 45 min; Potency, µM (doses to about 76.8 µM), inactives show top-dose activity, negative = inhibition, usual class: inhibitors; 410,000 tested, 0.12% active; AID 624173; also: potency is read from the fitted curve at half-maximal effect; nearly all actives have a fitted effect of over 50% in size
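Screened from lowest to highest concentration, compounds were pinned into TbPYK/substrate mixtures, and ADP (130 uM final) was added. Plates sat at room temperature for 45 min prior to Kinase-Glo Plus detection by luminescence.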
* marks the source's active call; other numbers are inactive results; ? = inconclusive; . = no result given; & = joins results of further samples; [ ] = another dose, or the depositor's remark. Unless noted, calls follow the shape of the dose curve; as a rule, active = well fitted curve in the direction sought with a large enough effect; inconclusive = small, poorly fitted or top-dose-only effect, or another doubt; inactive = no such curve, though single readings can be large; an effect the other way counts as inactive or inconclusive. Unless noted, % is scaled to controls: 0 for no effect and ±100 for the full control effect.

SMILES	AmpC detergent	Sm TGR block	LmPK inh	HCMV inh	AmpC no deterg	AMA1 RON2 block	Tb PYK inh
Cc1cc(C2=CC(=O)C[C@H](c3ccc4c(c3)OCO4)C2)ccc1F	-1.5%	1.5%	.	10.5	-19.7%	6.5%	0.6%
Cc1ccc(-n2nnnc2SCC(=O)NCCC2=CCCCC2)c(C)c1	-15.9%	11.4%	8.4%	-0.4	12.0%	-1.7%	6.9%
CCCN(CCC)CCCNC(=O)c1cn(C)c2ccc(S(=O)(=O)N3CCOCC3)cc2c1=O	-4.4%	-12.6%	.	-1.2	.	.	0.6%
CC(C)(C)c1cc(C(=O)NNc2cccc(Cl)c2)n(Cc2ccccc2)n1	-5.7%	-2.6%	0.5%	-73.0*	?	?	2.6%
COc1ccccc1C(=O)NNC(=O)c1cccc(Br)c1	?	2.4%	-2.4%	81.2	-14.5%	68.4%[activator]	1.8%
COc1cc(-c2noc(CCC(=O)NC3CCCCC3)n2)cc(OC)c1OC	-0.1%	34.3%	1.4%	9.6	19.8%	8.9%	1.3%
Cc1c(C#N)c2ncn(CC#N)c(=O)c2n1-c1ccccc1	2.3%	-22.6%	2.1%	-12.9	-8.9%	2.7%	-4.3%
Clc1ccccc1OCCN1CCCCC1	-6.4%	0.0%	-1.4%	-0.6	-13.4%	-11.9%	13.7%
CCOC(=O)N1CCN(C2=NC3(CCCCC3)C(C#N)C(=O)N2)CC1 (stereo not given)	-10.5%	6.3%	-7.2%	-29.7	1.4%	14.0%	-5.0%
CCC(C)c1ccc(O)c(/C=N/O)c1 (stereo not given)	2.7%	-0.3%	1.1%	24.2	-18.6%	78.8%[activator]	4.5%
CCNC(=S)N1CCn2cccc2C1c1cccnc1 (stereo not given)	4.2%	2.2%	-2.8%	28.8	-5.6%	2.3%	-1.4%
O=C(Nc1ccccc1C(=O)OCn1nnc2ccccc2c1=O)c1ccco1	-6.8%	-11.3%	-1.0%	-5.1	-20.5%	-7.7%	4.3%
O=C(O)c1ccccc1C(=O)c1cccc2c(F)cccc12	.	.	.	35.7	.	3.6%	3.4%
O=C(Nc1ccc(OC(F)(F)F)cc1)c1n[nH]c(Cn2cncn2)n1	-0.5%	-5.5%	2.8%	25.8	-26.4%	4.6%	.
COCC(=O)N1CCC(Oc2ccc(C(=O)NCCCn3cccn3)cc2)CC1	3.7%	0.9%	7.6%	-29.4	4.2%	4.8%	-9.2%
Cc1ccc(CNC(=O)COC(=O)c2c(C)noc2C)cc1	?	7.7%	-0.9%	22.5	-42.7%	1.9%	3.5%
COCCNC(=O)NC12CC3CC(CC(C3)C1)C2	-2.6%	2.4%	0.3%	-3.6	-20.8%	8.6%	1.4%
Cc1ccc2c(C)nc(/N=C(\N)NC(=O)N3c4ccccc4Sc4ccccc43)nc2c1	-1.2%	4.4%	7.2%	?	-13.2%	-12.0%	-2.0%&1.4%
COc1ccc(Cl)cc1NC(=O)CN(C)C(=O)CCNC(=O)c1ccccc1OC	-9.1%	-2.0%	.	-16.5	155.5%[activator]	15.5%	-7.7%
CCC(c1nnnn1C(C)(C)CC)N(CCN1CCOCC1)Cc1cc2cc(C)ccc2[nH]c1=O (stereo not given)	-2.1%	0.0%	1.2%	-0.6	19.6%	4.1%	0.3%
CCCc1[nH]c2ccc(C(=O)OC)cc2c1CCC	-10.8%	-21.9%	7.9%	-27.9	-31.7%	-14.2%	2.5%
NS(=O)(=O)c1cc(C(=O)OCC(=O)Nc2ccccc2[N+](=O)[O-])ccc1Cl	-5.7%	-2.4%	2.4%	11.0	-42.5%	2.7%	0.3%
Cc1ccc(C(=O)O)cc1-n1c(C)cc(C=O)c1C	-8.5%	-1.0%[57.1 µM]	-13.0%	21.5	-26.4%	4.1%	0.2%
COc1ccc(OCc2nc3c4c(-c5ccccc5)c(-c5ccccc5)oc4ncn3n2)cc1	3.6%	9.1%	.	-4.2	.	.	2.6%
CS(=O)(=O)N(CC(=O)NCc1ccccn1)c1ccc2c(c1)OCCO2	-0.1%	-7.2%	8.7%	-16.4	-9.2%	49.4%[activator]	8.2%

Profiles from above.
Listed for `CCCN(CCC)CCCNC(=O)c1cn(C)c2ccc(S(=O)(=O)N3CCOCC3)cc2c1=O` → AmpC detergent: -4.4%; Sm TGR block: -12.6%; LmPK inh: .; HCMV inh: -1.2; AmpC no deterg: .; AMA1 RON2 block: .; Tb PYK inh: 0.6%
Listed for `CCOC(=O)N1CCN(C2=NC3(CCCCC3)C(C#N)C(=O)N2)CC1` (stereo not given) → AmpC detergent: -10.5%; Sm TGR block: 6.3%; LmPK inh: -7.2%; HCMV inh: -29.7; AmpC no deterg: 1.4%; AMA1 RON2 block: 14.0%; Tb PYK inh: -5.0%

Compounds shown so far with a furan ring, fused or not (2):
SMILES	AmpC detergent	Sm TGR block	LmPK inh	HCMV inh	AmpC no deterg	AMA1 RON2 block	Tb PYK inh
O=C(Nc1ccccc1C(=O)OCn1nnc2ccccc2c1=O)c1ccco1	-6.8%	-11.3%	-1.0%	-5.1	-20.5%	-7.7%	4.3%
COc1ccc(OCc2nc3c4c(-c5ccccc5)c(-c5ccccc5)oc4ncn3n2)cc1	3.6%	9.1%	.	-4.2	.	.	2.6%

The results go on.
SMILES	AmpC detergent	Sm TGR block	LmPK inh	HCMV inh	AmpC no deterg	AMA1 RON2 block	Tb PYK inh
Cc1nn(-c2ccccc2)c(Cl)c1/C=N/NS(=O)(=O)c1ccc(Br)cc1	-9.9%	1.0%	-2.2%	-14.1	-44.6%	0.2%	-6.7%
CC(C(=O)NCCc1ccc(Cl)cc1)n1c(=O)c2cccn2c2cccnc21 (stereo not given)	-10.9%	-2.1%	1.6%	0.0	1.4%	-1.9%	3.9%
O=C(c1cccc(Br)c1)N1CCCc2ccccc21	-12.9%	-6.5%	-7.4%	22.0	-13.8%	8.8%	-0.5%
O=C(COC(=O)c1ccc(Br)o1)Nc1cccc(S(=O)(=O)N2CCCCC2)c1	.	.	.	31.3	-30.0%	-17.3%	1.7%
COC(=O)c1ccc(CO/N=C/c2ccc(OC)cc2)o1	8.4%	6.8%	14.4%	14.0	-8.8%	-20.3%	6.0%
CCc1ccc(-n2nc(C)c3c(C)cc(=O)n(CC(=O)Nc4ccccc4C(=O)OC)c32)cc1	19.9%	1.6%	.	9.2	.	.	-8.7%
COc1ccc(C(=O)OCC(=O)Nc2sccc2C(N)=O)cc1[N+](=O)[O-]	1.8%	-0.2%	.	-5.5	-9.3%	0.1%	4.6%
Cc1ccc2[nH]c(=O)c(C(c3nnnn3CC3CCCO3)N3CCCc4ccccc43)cc2c1 (stereo not given)	-9.7%	-18.0%	9.6%	14.5	57.8%	-4.7%	2.1%
CC1CCCCC1NC(=O)CCn1ccc2cc(S(=O)(=O)N3CCCC3)ccc21 (stereo not given)	?	-12.9%	-2.6%	.	32.4%	4.4%	3.2%
Cn1c(SCC(=O)NC2CCCC2)nc2cccnc21	-2.1%	?	1.0%	-13.0	-13.3%	23.2%	0.3%
Cc1ccccc1OCC(=O)NC(=S)Nc1ccc2c3c(cccc13)CC2	-2.0%	-4.3%	-7.9%	?	-3.3%	-15.5%	-32.6%
O=c1c(-c2ccc3c(c2)OCCO3)coc2c(CN3CCOCC3)c(O)ccc12	-2.3%	2.0%	1.2%	93.5	-27.6%	8.7%	-5.5%
CC(C)(C)SC(C(=O)N1CCOCC1)c1ccc(Br)cc1 (stereo not given)	1.4%	3.4%	-3.7%	-29.8	26.4%	0.0%	8.5%
COc1ccc(NC(=O)CCCc2nc3ccccc3c(=O)[nH]2)cc1Cl	.	.	.	21.4	-9.8%	-14.8%	4.3%
O=C(CCNC(=O)c1ccc(Cl)cc1)Nc1ccccc1Cl	0.4%	25.0%	4.9%	-4.0	-19.9%	-4.1%	-3.4%
CN(C)CCCNS(=O)(=O)c1ccc(Cl)s1	-1.3%	-20.8%	-1.1%	38.0	-6.5%	10.5%	0.3%
CC(C)C[C@H]1CN([C@@H](CC(C)C)CN2CCC[C@H]2CN2C(=O)C(=O)NC[C@@H]2Cc2ccc(O)cc2)C(=O)C(=O)N1CC1CCCCCC1	.	.	.	-17.0	.	2.0%	-1.2%
CCCCC(=O)c1c(O)c2ccccc2oc1=O	-7.7%	-11.6%	-0.9%	0.0	-17.5%	4.8%	3.9%
COc1ccc(/C=C/C(=O)c2ccccn2)cc1	?	?	8.91µM*	15.7	-19.8%	-7.1%	?
O=C(Nc1ccc(S(=O)(=O)Nc2ncccn2)cc1)C1CC(=O)N(c2ccccc2)C1 (stereo not given)	-2.1%	0.3%	.	-16.8	-5.9%	8.7%	2.0%
CNc1oc(-c2ccccc2)nc1S(=O)(=O)c1ccc(C)cc1	6.4%	0.0%	-6.5%	-17.5	-7.0%	3.8%	7.1%
CCN(CC)CCNC(=O)c1cc(Br)c(N)cc1OC	?	-6.0%	.	-12.6	-14.9%	-13.5%	-6.5%&-1.5%
CC(NC(=O)CSc1nnc(-c2cccc(S(=O)(=O)N3CCCCC3)c2)o1)C12CC3CC(CC(C3)C1)C2 (stereo not given)	?	2.2%	7.1%	?	-25.1%	-3.0%	0.9%
CCOc1ccc(S(=O)(=O)N(C)CC(=O)NCCN2CCOCC2)cc1	?	0.8%	-2.0%	-5.5	-8.9%	1.5%	0.0%

Seven structures out of the list, ordered by count of non-hydrogen atoms, descending:
SMILES	AmpC detergent	Sm TGR block	LmPK inh	HCMV inh	AmpC no deterg	AMA1 RON2 block	Tb PYK inh
Cc1ccc2[nH]c(=O)c(C(c3nnnn3CC3CCCO3)N3CCCc4ccccc43)cc2c1 (stereo not given)	-9.7%	-18.0%	9.6%	14.5	57.8%	-4.7%	2.1%
CC1CCCCC1NC(=O)CCn1ccc2cc(S(=O)(=O)N3CCCC3)ccc21 (stereo not given)	?	-12.9%	-2.6%	.	32.4%	4.4%	3.2%
O=C(COC(=O)c1ccc(Br)o1)Nc1cccc(S(=O)(=O)N2CCCCC2)c1	.	.	.	31.3	-30.0%	-17.3%	1.7%
COc1ccc(C(=O)OCC(=O)Nc2sccc2C(N)=O)cc1[N+](=O)[O-]	1.8%	-0.2%	.	-5.5	-9.3%	0.1%	4.6%
O=C(CCNC(=O)c1ccc(Cl)cc1)Nc1ccccc1Cl	0.4%	25.0%	4.9%	-4.0	-19.9%	-4.1%	-3.4%
COC(=O)c1ccc(CO/N=C/c2ccc(OC)cc2)o1	8.4%	6.8%	14.4%	14.0	-8.8%	-20.3%	6.0%
COc1ccc(/C=C/C(=O)c2ccccn2)cc1	?	?	8.91µM*	15.7	-19.8%	-7.1%	?
